TAG inh: inhibitors of triacylglycerol accumulation, primary screen, cell-based, uHTS, fluorescence, H9c2; hit rate 0.66% among 230,000; inhibition, % at 12.5 µM; H9c2 cells, Nile Red lipid (TAG) fluorescence; cells loaded with 200 µM oleic acid; AID 651582, 2012;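 active = pattern-corrected inhibition of lipid staining of at least 50% with the nuclear-stain viability signal not falling by more than 50%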;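 note: 0% = DMSO wells and 100% = triacsin C control wells; some results filed as inactive read as strong as hits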
TAG inh DAPI viability: second read-out of TAG inh, no call of its own (marks repeat the call); DAPI nuclei signal change (viability), lower = more cytotoxic, %;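 whole-well DAPI fluorescence read on a plate reader as a viability signal; minus 50 percent equals half of cells still viable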
An asterisk follows results filed as active; & = joins results of further samples.

SMILES	TAG inh	TAG inh DAPI viability
CC(C)(C)OC(=O)N(Cc1ccccc1)Cc1ccccc1OCc1ccc(NC(=O)C2CCC2)cc1	-16	-2
O=C(CSc1ncn[nH]1)Nc1ccccc1C(=O)O	-13	7
CCOC(=O)C(NC(C)=O)(Nc1ccc(S(=O)(=O)Nc2cc(C)on2)cc1)C(F)(F)F (configuration not stated)	-4	-2
COC(=O)Cc1ccc2sc(-c3ccccc3)nc2c1	-2	4
CC(OC(=O)c1cc(S(=O)(=O)N(C)C)ccc1N1CCCC1)C(=O)NCc1ccccc1 (configuration not stated)	-14	-2
CC(C)CCNC(=O)c1csc2c1CCCCC2	-13	16
O=C(CSc1nc2ccccc2o1)c1ccc2c(c1)OCCO2	-19	-8
COc1ccc(C(C)=O)cc1COc1ccc(F)cc1	8	-7
Cc1ccccc1-c1cnc(C(O)c2cc(Cl)cc(Cl)c2)[nH]1 (configuration not stated)	-6	4
CCOC(=O)Nc1sc(C(=O)N(C)C)c(C)c1C(=O)OCC	22	0
CSc1cccc(NC(=O)CSc2ncccc2C(=O)Oc2cccc([N+](=O)[O-])c2)c1	0	5
CN(C)c1cc(NC(=O)CNC(C)(C)CC(C)(C)C)c2ccccc2n1	-15	30
Cc1c(C(=O)N2CCOCC2)sc2ncnc(N3CCc4ccccc4C3)c12	5	-4
O=C(Nc1ccc(Cl)cc1)Nc1nnc(/C=C/c2ccccc2)s1	-15	20
COc1ccc(C(=O)CN2C(=O)NC3(CCCc4ccccc43)C2=O)c(OC)c1 (configuration not stated)	36	-14
CC1(C(=O)NCCC#N)CCN1C(=O)C1(c2ccccc2)CC1 (configuration not stated)	138	-133
COCCNC(=O)CCCCCN1C(=O)CCC1=O	-14	-5
OCC[C@H]1C[C@@H](O)[C@H](O)[C@]2(OCCCc3ccccc32)O1	-34	6
CCN(CC)CCOc1ccc(/C(=C(/Cl)c2ccccc2)c2ccccc2)cc1	19&-3	1&0
CN1CCN(S(=O)(=O)c2ccc(Cl)cc2)CC1	1&-8	1&3
Cc1cccc(C2CC(c3ccc(F)cc3)Nc3nc(N)nn32)c1 (configuration not stated)	-26	-4
COC(=O)c1cc(C(=O)Nc2ccc(S(N)(=O)=O)cc2)cc([N+](=O)[O-])c1	-7	4
Cc1cccc(Nc2c([N+](=O)[O-])cc(C(=O)N3CC(=O)Nc4ccccc43)cc2[N+](=O)[O-])c1	19	-15
CCOc1ccc(C(=O)OCC(=O)c2c(N)n(C)c(=O)n(C)c2=O)cc1OCC	-3	-8
O=C(CC(=O)N/N=C/c1cccs1)NCc1ccccc1	-3	-2
CCCCCN1CN(S(=O)(=O)c2cccs2)c2nc3ccccc3nc21	2	-4
O=C1CC(c2ccc(F)cc2)CC2=C1C(c1ccc([N+](=O)[O-])o1)Nc1ccccc1N2 (configuration not stated)	19	-13
O=C(c1cccc(NS(=O)(=O)c2ccc(F)cc2)c1)N1CCN(c2ccccc2)CC1	17	-1
O=C(NCc1ccco1)c1ccc(Cn2c(=S)[nH]c3ccccc3c2=O)cc1	4	-7
O=C(/C=C\Nc1ccc(Br)cc1)c1cccnc1	7	1
CC(=O)c1ccc(NC(=S)NN2C(C)CCCC2C)cc1 (configuration not stated)	1	-9
CCN(CC)c1nc(N)n(CCSC(=S)N(C)C)c(=O)n1	-4	-4
Cc1ccc(S(=O)(=O)NCCC(=O)NC2CCN(Cc3ccccc3)CC2)cc1	-3	5
COc1ccccc1-c1cnc(C(O)c2c(C)cc(C)cc2C)[nH]1 (configuration not stated)	-1	-6
CC(=O)NS(=O)(=O)c1ccc(NC(=O)C(C)NS(=O)(=O)/C=C/c2ccccc2)cc1 (configuration not stated)	0	-4
CN(C)C(=O)CSc1nc2cc(S(=O)(=O)N3CCOCC3)ccc2o1	-1	4

Complete entries, looked up by structure. Values in the order: TAG inh, TAG inh DAPI viability
COc1ccccc1-c1cnc(C(O)c2c(C)cc(C)cc2C)[nH]1 (configuration not stated) is listed as -1, -6
O=C(/C=C\Nc1ccc(Br)cc1)c1cccnc1 is listed as 7, 1

Continued:
SMILES	TAG inh	TAG inh DAPI viability
Cc1ccc(NC(=O)CSCc2nc3c(nnn3Cc3ccc(F)cc3)c(=O)[nH]2)c(C)c1	6	-9
O=C(OCC(=O)N1CCN(c2ccccc2)CC1)c1ccc([N+](=O)[O-])s1	8	4
COc1cc(NS(=O)(=O)c2cc(NC(C)=O)ccc2OC)c(OC)cc1NC(=O)c1ccccc1	18	-6
CCn1cnc2cc(NCc3ccc(N(C)C)cc3)ccc21	-2	-3
C=CCN1C(=O)c2ccc(C(=O)N3CCN(S(=O)(=O)c4ccc(C(C)C)cc4)CC3)cc2C1=O	0	6
O=C(c1cc(COc2ccc(F)cc2F)on1)N1CCN(C2CCCC2)C(=O)C1	2	4
COc1ccc(C2CC(c3cccc(OC)c3)=NN2c2ccc(S(N)(=O)=O)cc2)cc1 (configuration not stated)	-30	196
COc1cccc(/C=N/NC(=O)CSc2nnc(C)n2-c2ccccc2)c1O	-3	-19
CCCCCCSc1ccc(-c2nc3ccc(Cl)cn3c2NCCCC)cc1OC	16	61
CCn1cc(CN2CCN(Cc3ccc(C)o3)C(CCO)C2)c2ccccc21 (configuration not stated)	-12	18
Cc1cc(C)nc(SCC(=O)c2ccc(F)cc2F)n1	-25	5
COC(=O)c1nnn(-c2nonc2N)c1CSc1nnc(C)s1	-4	8
Cc1cc(OCC(=O)NCc2cccnc2)ccc1[N+](=O)[O-]	1	6
CC1CCCCN1C(=O)COc1ccc(F)cc1 (configuration not stated)	6	-3
COc1ccc(NC(=O)C2=Cc3cccc(OC)c3OC2)cc1	-9	-10
COc1ccc2[nH]c3c(c2c1)CCN1C(=O)C(CC(=O)NC/C=C(\C)CCC=C(C)C)C[C@H](C(=O)N(C(C)C)C(C)C)[C@@]31C (some centres not stated)	55*	-11*
CN(C)S(=O)(=O)c1ccc(C(=O)NCCOc2ccccc2)cc1	-22	7
CCCCNC(=O)CCC(=O)Nc1ccc2nc(N3CCC(C)CC3)cc(C)c2c1	-6	15
COc1ccc(CCCc2nnc(SCC(=O)NN)o2)cc1	-8	3
O=C(Nc1cc(C(=O)N2CCN(c3ccccc3O)CC2)ccc1Cl)c1cccs1	0	-5
O=C(Nc1ccccc1N1CCOCC1)c1ccc(N2CCOCC2)c([N+](=O)[O-])c1	12	-5
Cc1ccc2c(c1)[C@H]1[C@H](CO2)[C@H](c2ccccc2)[C@]2(C)C(=O)N(Cc3ccccc3)CC(=O)N12	-19	-7
C=CCOc1ccc(/C=C/C(=O)OCc2csc(CC(=O)Nc3ccccc3C)n2)cc1	23	-1
COc1ccccc1NC(=O)c1ccccc1S(=O)(=O)c1ccc([N+](=O)[O-])cc1	54*	-35*

For reference, some entries already given:
SMILES	TAG inh	TAG inh DAPI viability
Cc1cc(OCC(=O)NCc2cccnc2)ccc1[N+](=O)[O-]	1	6
CC1CCCCN1C(=O)COc1ccc(F)cc1 (configuration not stated)	6	-3
COc1ccc(NC(=O)C2=Cc3cccc(OC)c3OC2)cc1	-9	-10

The results go on.
SMILES	TAG inh	TAG inh DAPI viability
CCc1ccc(C2=NN(C(C)=O)C(c3ccco3)C2)cc1 (configuration not stated)	-26	7
CCOC(=O)c1ccc[n+](CC(=O)c2ccc(NC(=O)c3ccccc3)cc2)c1	4	-2
COc1ccc(-c2noc(N3CCC(C(=O)NCc4ccc(F)cc4)CC3)n2)cc1	-6	-8
COc1ccc(C(=O)CCN2CCN(c3ccccc3OC)CC2)cc1	5	-11
O=C(OCC(=O)N1CCc2ccccc21)c1ccc([N+](=O)[O-])cc1	2	-10
C[C@@H](O)C#Cc1ccc2c(c1)O[C@H](CN(C)C(=O)Nc1ccccc1)[C@@H](C)CN([C@@H](C)CO)S2(=O)=O	-7	3
COc1ccc(-c2csc(NC(C)c3nc4cc(Cl)c(Cl)cc4n3CCOCCO)n2)cc1 (configuration not stated)	-6	2
C/C(=N\NC(=O)CNc1ccccc1)c1ccccc1	13	2
CC1CC(C)(C)CC2(C1)NC(=O)N(CC(=O)N1CCN(S(=O)(=O)c3cccc(Cl)c3Cl)CC1)C2=O (configuration not stated)	1	-3
CC(C)(C)C(=O)/C=C1\NC(=O)CS1	1	-6
CCOC(=O)[C@@H]1[C@H]2COc3ccccc3[C@@H]2N2C(=O)N(c3cccc(F)c3)C(=O)[C@@]12C	-5	-6
Cc1c(/C=N\NC(=O)C2COc3ccccc3O2)c2ccccc2n1C (configuration not stated)	38	-10
COc1ccc2c(c1)c(C(=O)CN1CCC(C(N)=O)CC1)c(C)n2C	-29	6
O=[N+]([O-])c1ccc2cccnc2c1	-1	8
CCC(CC)NC(=O)CSc1ccc(S(=O)(=O)N2CCOCC2)cn1	-24	8
CCN(CC)C(=O)[C@H]1C[C@H](CC(=O)NCC23CC4CC(CC(C4)C2)C3)C(=O)N2CCc3c([nH]c4cc(-c5ccco5)ccc34)[C@]12C	8	12
O=C(NCCCN1CCCC1)c1ccc2c(c1)N(Cc1ccccc1)CCS2	-20	107
Cc1ccc(S(=O)(=O)N2CCC(N3CCC(C)CC3)CC2)cc1	2	-1
CCN1C(=O)/C(=C\c2nc3ccccc3c(=O)n2-c2ccccc2)c2ccccc21	11	-16
CC[C@]12c3[nH]c4cc(-c5ccco5)ccc4c3CCN1C(=O)[C@@H](CC(=O)NCc1ccco1)C[C@@H]2C(=O)N1CCN(C(=O)C2CC2)CC1	-8	-4
CCN(CC)CCCN(C(=O)Cn1nnc(-c2ccc(OC)c(OC)c2)n1)C(C(=O)NC(C)(C)C)c1ccc(F)cc1 (configuration not stated)	14	-18
[N-]=[N+]=N[C@@H](CCN1CC[C@H](NC(=O)OCc2ccccc2)CCC1=O)c1ccccc1	-4	7
O=C(CSc1nc2ccccc2o1)Nc1nncs1	-8	14
CSc1nnc([C@H](C)NC(=O)OC(C)(C)C)o1	9	-2
COc1cc(-c2nnc(NC(=O)C3=COCCO3)o2)cc(OC)c1OC	6	-3
COc1ccccc1NC(=O)CN(c1ccccc1F)S(C)(=O)=O	0	-1
COc1ccc(C(CNc2ccc(S(=O)(=O)N3CCN(C)CC3)cc2[N+](=O)[O-])N(C)C)cc1 (configuration not stated)	9	12
O=C(O)CCC(=O)Nc1cc(C(F)(F)F)cc(C(F)(F)F)c1	1	-2
CCN(C(=O)COC(=O)/C=C/c1ccccc1)C1CCCCC1	6	-4
COc1cc(-c2nc3c(c(C)nn3-c3ccccc3)c3cc(OC)c(OC)cc23)ccc1O	62*	46*
COc1cccc(NC(=O)c2ccc(NC(=O)C(C)C)cc2)c1	-21	5
CN(C)C(=O)/C=C\c1cn(-c2ccccc2)nc1-c1ccc2c(c1)OCCO2	12	-9

Four structures from above, arranged by length of the SMILES, lowest first.
SMILES	TAG inh	TAG inh DAPI viability
CCN(C(=O)COC(=O)/C=C/c1ccccc1)C1CCCCC1	6	-4
O=C(O)CCC(=O)Nc1cc(C(F)(F)F)cc(C(F)(F)F)c1	1	-2
COc1cc(-c2nnc(NC(=O)C3=COCCO3)o2)cc(OC)c1OC	6	-3
CN(C)C(=O)/C=C\c1cn(-c2ccccc2)nc1-c1ccc2c(c1)OCCO2	12	-9

Reprinted at random: 6 compounds from above
SMILES	TAG inh	TAG inh DAPI viability
COc1ccccc1NC(=O)CN(c1ccccc1F)S(C)(=O)=O	0	-1
COc1ccc(C(CNc2ccc(S(=O)(=O)N3CCN(C)CC3)cc2[N+](=O)[O-])N(C)C)cc1 (configuration not stated)	9	12
COc1cccc(NC(=O)c2ccc(NC(=O)C(C)C)cc2)c1	-21	5
O=C(O)CCC(=O)Nc1cc(C(F)(F)F)cc(C(F)(F)F)c1	1	-2
COc1cc(-c2nnc(NC(=O)C3=COCCO3)o2)cc(OC)c1OC	6	-3
CCN(C(=O)COC(=O)/C=C/c1ccccc1)C1CCCCC1	6	-4

A portion of the library; count on the stated rates, not on these rows.
